IL1B NFkB pot – enhancers of NFkB p65 translocation in HUVEC – imaging, IL-1B stimulus, high-content imaging, primary screen; HUVEC IL-1B NFkB p65 nuclear translocation imaging; activation, % at 2 µM; 94,000 tested, 0.3% active; AID 819, 2007;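 active = activation above 40%, about the mean plus 3 SD, also judged a hit on visual image review; inconclusive = activation above 40% but not a hit on visual review; inactive = activation not above 40% and no visual hit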;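 also: percent activation is computed from the nuclear over cytoplasmic p65 intensity ratio; values of inactives mirror those of a sister screen read the other way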
Bcl-B displacement – displacers of TR3 peptide from Bcl-B, primary screen, selectivity assay for Bfl-1 inhibitor project, biochemical, fluorescence polarization; FP displacement of FITC-TR3 peptide from Bcl-B; higher % means a stronger effect; displacement, % at 20 µM, or IC50 in µM where a hit was titrated; 96,000 tested, 0.11% active; AID 748, 2007;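 active = displacement above 50% at 20 µM plus a fluorescence interference ratio under 1.5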;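 also: plate controls were wells without compound for no effect and wells lacking Bcl-B protein for full effect; a part of the inactive calls stands beside numbers as strong as those of hits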
PLAP inhibitors HTS – PLAP enzyme inhibitors, biochemical, luminescence, HTS (AID 690); inhibition, % at 20 µM, or IC50 in µM where a hit was titrated; Alkaline phosphatase, placental type (Homo sapiens); purified PLAP, luminescent substrate; higher % means a stronger effect; 96,000 tested, 0.08% active; in the data active = a potency from the dose series; inactive = the rest, 99 in 100 with inhibition below about 30%; also: strong numbers were not always called active
IL1B NFkB inh – inhibitors of IL-1B driven NFkB p65 nuclear import, primary screen, imaging, HUVEC, IL-1B stimulus, high-content imaging; HUVEC IL-1B NFkB p65 nuclear translocation imaging; inhibition, % at 2 µM; 94,000 tested, 0.43% active; AID 796, 2007;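 active = inhibition above about 30% together with a positive call from visual inspection of the well image, limit read from the data; inconclusive = inhibition above a set limit but visual check negative; inactive = inhibition not above a set limit, visual check negative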;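 also: nuclear over cytoplasmic p65 intensity ratio measured by imaging; 0% = IL-1B stimulated DMSO wells and 100% = unstimulated DMSO wells; values of inactives mirror those of a sister screen read the other way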
MRP reversal – reversal of MRP1-mediated doxorubicin resistance, primary screen, H69AR cells, doxorubicin co-treatment; H69AR cells + 2 uM doxorubicin, CellTiter-Glo, 72 h; 85,000 tested, 0.04% active; differential viability (reversal), % at 10 µM;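 active = viability drop by adding the cancer drug above about 55%, with treated viability meeting a 40% cutoff, limit read from the data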;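 also: viability without doxorubicin minus viability with 2 µM doxorubicin for each compound; larger differential means the compound sensitizes cells more to doxorubicin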
MRP reversal cytotoxicity – also measured in MRP reversal; calls as there; viability, %; H69AR cells, CellTiter-Glo, 72 h; measured here: cytotoxicity without doxorubicin
MRP reversal with doxorubicin – further read-out of MRP reversal, marked with its call; viability, %; measured here: viability with 2 uM doxorubicin; hits give low values
IL1B NFkB inh cell count 2 µM – further read-out of IL1B NFkB inh, marked with its call; cell count; measured here: cells passing quality filter;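 raw number of nuclei counted in each imaged well without normalization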
IL1B NFkB pot cell count 2 µM – also measured in IL1B NFkB pot; calls as there; cell count; measured here: cells passing quality filter
* hit, by the source's call; ? = inconclusive; . = no result given. Not all compounds are listed, so the mix of outcomes need not match the whole.

structure,Bcl-B displacement,IL1B NFkB pot cell count 2 µM,MRP reversal with doxorubicin,IL1B NFkB inh,MRP reversal cytotoxicity,IL1B NFkB pot,IL1B NFkB inh cell count 2 µM,MRP reversal,PLAP inhibitors HTS
CCN(CC)S(=O)(=O)c1cc(C(=O)Oc2cccc(-c3cnc4ccccc4n3)c2)ccc1Br,0%,156,.,-8,.,8,156,.,-60%
CCCCCOc1ccc(NS(C)(=O)=O)cc1,0%,123,90,-23,83,23,123,-7,-14%
O=C(Nc1ccc2oc(-c3ccccc3)nc2c1)c1cccnc1,-8%,162,96,4,91,-4,162,-5,5%
CCCC(=O)C1=C(O)C(C(=O)OC)C(C)(C)CC1=NC (stereo not drawn),-1%,.,75,.,86,.,.,11,-6%
CCOc1ccccc1-n1c(SCC(N)=O)nc2ccccc2c1=O,-17%,83,85,-14,96,15,83,11,4%
Cc1ccc2c(C)c(C(=O)N(Cc3cccs3)C3CCS(=O)(=O)C3)oc2c1 (stereo not drawn),-11%,148,75,-2,81,2,148,6,-72%
CSc1nsc(SCc2cnc(C)nc2N)n1,-7%,135,87,-9,89,9,135,1,12%
O=C(NCCCN1CCOCC1)c1cc(-c2ccc(Br)cc2)on1,-10%,150,82,3,98,-3,150,17,-35%
Cn1c(SCC(=O)N2CCN(c3ccccc3)CC2)nnc1-c1c[nH]c2ccccc12,-5%,.,74,.,80,.,.,6,-65%
Nc1cnn(C2CCCO2)c(=O)n1 (stereo not drawn),-1%,113,81,-6,89,6,113,8,.
Cc1cccc(C(=O)OCC(=O)Nc2ccc(N3CCCCC3)cc2)c1O,-6%,93,94,-27,91,27,93,-3,20%
CCCn1c(-c2ccc(F)cc2)n[nH]c1=S,-5%,.,76,.,95,.,.,19,14%
Oc1[nH]c2ccccc2c1N=Nc1nc2ccccc2s1,6%,164,.,2,.,-2,164,.,-40%
CCOC(=O)c1sc(/N=C/N(C)C)c(C(=O)OCC)c1C,-17%,207,70,-6,70,6,207,0,0%
Cn1c(NC(=O)C2CCCC2)cc(=O)n(C)c1=O,8%,65,.,-25,.,25,65,.,1%
Cc1cnc(NC(=O)c2cc3c(s2)CCCC3)s1,-2%,131,34,-7,24,7,131,-10,-5%
N#Cc1c(NC(=O)CSc2ncccn2)oc(-c2ccccc2)c1-c1ccccc1,.,122,91,0,106,0,122,14,.
COc1ccc(-c2nc3cnccn3c2Nc2ccc3c(c2)OCO3)cc1,2%,.,65,.,24,.,.,-41,-2%
O=C(O)C1C2C=CC3(O2)C1C(=O)N1c2ccccc2COC13 (stereo not drawn),0%,92,88,4,94,-4,92,6,-12%
CN(C)c1ncnc2c1ncn2C1OC(CO)C(O)C1O (stereo not drawn),-3%,180,12,-11,7,11,180,-5,14%
CC1CC(=O)c2cnc(NCC3CCCO3)nc2C1 (stereo not drawn),-9%,92,81,-11,97,11,92,16,16%
O=C(Nc1nnc(-c2ccccc2)o1)NC1CCCCC1,4%,.,84,.,63,.,.,-22,-17%
CCOC(=O)C1=C(C)N=c2s/c(=C\c3cccn3C)c(=O)n2C1c1cccc(OC)c1OC (stereo not drawn),-36%,103,91,12,85,-12,103,-6,4%
N#Cc1ccc(OCC(=O)NCCc2ccc(S(N)(=O)=O)cc2)cc1,-2%,137,100,-2,83,2,137,-18,1%
COc1ccc(NC(=O)C2CCN(C(=O)c3cccs3)CC2)cc1OC,-3%,106,73,-2,90,2,106,17,9%
O=C(c1cccc(S(=O)(=O)N2CCOCC2)c1)N1CCCc2ccccc21,-4%,117,85,-8,95,8,117,10,-50%
COc1ccc2nc(SCC(=O)Nc3ccc(S(=O)(=O)Nc4onc(C)c4C)cc3)[nH]c2c1,.,162,.,-20,.,21,162,.,.
CC(C)C1N(S(=O)(=O)c2ccccc2)CCN1S(=O)(=O)c1ccccc1,-3%,125,83,-2,82,2,125,0,-27%
O=C1CCC(=O)N1c1ccccc1-c1ccccc1,4%,99,114,4,113,-4,99,-1,20%
CCOC(=O)c1c(C)c(C(=O)Nc2ccc3c(c2)OCCO3)c(C)n1CC,-6%,117,47,4,20,-4,117,-27,-7%
Cc1cc(C)c(C#N)c(SCS(=O)Cc2ccc(Cl)cc2)n1 (stereo not drawn),5%,83,65,0,75,0,83,10,3%
O=C(OCC(=O)N1CCCC1)c1cncc(Br)c1,2%,13,103,98*,96,-98,13*,-7,-3%
COc1ccc(S(=O)(=O)N2CCN(c3ccc4nnc(-c5ccccc5)n4n3)CC2)cc1,6%,163,52,-7,66,7,163,14,-71%
Cc1nc(N2CCN(c3ncccn3)CC2)c2oc3ccccc3c2n1,.,176,88,1,73,-1,176,-15,.
Cc1cc(C)n2nc(SCC(=O)N(C(C)C)C(C)C)nc2n1,-3%,.,97,.,96,.,.,-1,5%
O=C(CSc1ccc2c(c1)OCCO2)NC(=O)NC1CCCC1,10%,.,84,.,77,.,.,-6,2%
O=C(CN1CCN(S(=O)(=O)c2ccc(F)cc2)CC1)Nc1cc(C(F)(F)F)ccc1Cl,-4%,184,103,-13,80,13,184,-23,4%
COc1ccccc1N1CCN(CC(=O)Nc2ccc(CN3CCCCC3)cc2)CC1,2%,.,82,-40,83,?,120,1,-45%
COCCNC(=O)c1c(NC(=O)c2nc(SC)ncc2Cl)sc2c1CCCC2,-16%,106,.,19,.,-19,106,.,31%
Cc1occc1-c1nnc(SCC(=O)N2CCOCC2)n1CC(C)C,.,119,96,-3,89,3,119,-7,.
O=C(COc1ccccc1Cl)N1CCN(c2ccc(F)cc2)CC1,-3%,153,72,1,91,-1,153,19,22%
CCC(C)NC(=O)c1ccccc1NC(=O)CN1C(=O)c2ccccc2S1(=O)=O (stereo not drawn),5%,.,92,.,93,.,.,1,-18%
O=C(O)CSC(C(=O)Nc1ccc(C(F)(F)F)cc1)c1ccccc1 (stereo not drawn),1%,113,.,6,.,-6,113,.,-10%
Cc1ccc(N2CC(C(=O)NCCC(C)C)CC2=O)cc1 (stereo not drawn),.,74,89,3,90,-3,74,1,.
Cc1ccc(C(=O)Oc2ccccc2N2C(=O)C3CCCCC3C2=O)cc1 (stereo not drawn),-12%,89,.,-3,.,3,89,.,-6%
COc1cc(CSc2nnnn2-c2ccc(C)cc2)cc(OC)c1OC,-2%,.,71,.,60,.,.,-10,-39%
CC(C)c1nc2oc3c(NCC4CCCO4)ncnc3c2c2c1COC(C)(C)C2 (stereo not drawn),-4%,124,70,-10,36,10,124,-34,-33%
Cn1cccc1Cc1nnc(SCC(=O)N2CCc3ccccc32)n1-c1ccc(F)cc1,2%,.,76,.,83,.,.,7,-13%
c1ccc(-c2nc3ccccc3s2)nc1,0%,187,105,-4,88,4,187,-17,4%
CCC(=O)N1CCc2cc(S(=O)(=O)NC(Cc3ccccc3)C(=O)NC3CCCC3)ccc21 (stereo not drawn),-8%,158,79,4,96,-4,158,17,-6%
Cc1cc(C(F)(F)F)nn1CC(=O)NNC(=S)Nc1ccc(Cl)cc1,-12%,132,.,-1,.,1,132,.,-15%
CCN(CC)CCCn1c(=S)[nH]c2ccccc2c1=O,-7%,207,107,6,92,-6,207,-15,15%
CCn1c(SCC(=O)Nc2ccc3c(c2)oc2ccccc23)nnc1-c1ccc(N)cc1,1%,148,56,5,61,-5,148,5,-52%
COc1ccc2c(c1)cc1n2CCN=C1N,-24%,157,104,-6,108,6,157,4,-1%
CCCCc1nc(SCC(=O)Nc2cc(C)on2)n[nH]1,3%,95,97,-11,91,11,95,-6,-127%
Cc1sc(/N=C/c2c(O)ccc3ccccc23)c(C#N)c1C,-16%,206,105,-22,103,22,206,-2,10%
O=C(NCCCN1CCOCC1)C1CC(=O)N(C2CCCCC2)C1 (stereo not drawn),-1%,100,94,-6,90,6,100,-4,-18%
CC(C)CN(CC(C)C)S(=O)(=O)N1CCC(C(=O)NCCN2CCOCC2)CC1,2%,204,85,-7,96,7,204,10,-32%
Cc1ccc(C(C)NC(=O)c2ccco2)cc1 (stereo not drawn),.,153,92,-4,92,4,153,0,.
COc1ccc2[nH]cc(C(O)CN3CCN(c4ccccc4)CC3)c2c1 (stereo not drawn),7%,174,57,-3,62,3,174,5,-22%

Some values from the entries so far:
MRP reversal, Cc1ccc(N2CC(C(=O)NCCC(C)C)CC2=O)cc1 (stereo not drawn) = 1
MRP reversal with doxorubicin, Cn1cccc1Cc1nnc(SCC(=O)N2CCc3ccccc32)n1-c1ccc(F)cc1 = 76

Following part:
structure,Bcl-B displacement,IL1B NFkB pot cell count 2 µM,MRP reversal with doxorubicin,IL1B NFkB inh,MRP reversal cytotoxicity,IL1B NFkB pot,IL1B NFkB inh cell count 2 µM,MRP reversal,PLAP inhibitors HTS
C/C=C/Cn1c(N(C)Cc2ccccc2)nc2c1c(=O)[nH]c(=O)n2C,-2%,.,82,.,82,.,.,0,-29%
O=C1N2c3ccccc3CCc3cccc(c32)C1(O)C(F)(F)F (stereo not drawn),2%,118,.,14,.,-14,118,.,-8%
COc1ccc(N2CCN(C(CNS(=O)(=O)c3cc(F)ccc3F)c3cccnc3)CC2)cc1 (stereo not drawn),4%,55,84,8,89,-8,55,4,-31%
Nc1ccc(Cc2nc3cc4ccccc4cc3[nH]2)cc1,-14%,125,.,0,.,0,125,.,0%
CCn1c(SCC(=O)NCCOc2ccccc2)nc2ccccc2c1=O,6%,107,87,1,93,-1,107,6,22%
N#C/C(=C(/O)CN1C(=O)c2ccccc2C1=O)c1nc2ccccc2[nH]1,-69%,32,113,-3,103,3,32,-10,-111%

Sorted by the number under PLAP inhibitors HTS (largest number first): some entries from above.
Molecule,PLAP inhibitors HTS
Nc1ccc(Cc2nc3cc4ccccc4cc3[nH]2)cc1,0%
O=C1N2c3ccccc3CCc3cccc(c32)C1(O)C(F)(F)F (stereo not drawn),-8%
N#C/C(=C(/O)CN1C(=O)c2ccccc2C1=O)c1nc2ccccc2[nH]1,-111%
